CDK5 p35 inh – inhibitors of human CDK5/p35 kinase. 0.01% of 330,000 active. Q00535+Q15078. Recombinant CDK5/p35, ADP-Glo luminescence, 60 min. inhibition, % at 10 µM;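 active means highest replicate inhibition of at least 50% and at least 75% of replicates reaching 50%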;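 further: plate controls were DMSO neutral control for no effect and GW8510 at 10 µM for full effect; many of its hits are not listed in these tables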
PfHsp90 set2 – inhibits growth of yeast expressing Plasmodium falciparum Hsp90. inhibition, % at 9.4 µM. AID 504621. 0.32% of 310,000 active. S. cerevisiae expressing PfHsp90, BacTiter-Glo ATP, 48 h; yeast lacking PDR1 and PDR3 efflux regulators;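 active means every replicate shows inhibition above about 80%, whatever the replicate mean, limit read from the data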;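 further: 0% = DMSO neutral controls and 100% = 20 µM radicicol positive controls; yeast relying on Plasmodium falciparum Hsp90 in place of its own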
C-LANA FP – KSHV C-LANA DNA binding inhibition; MBP-C-LANA/FAM-LBS DNA binding, fluorescence polarization; inhibition, % at 9 µM; 0.078% of 340,000 active; AID 504423;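 active means highest replicate inhibition at or above 60% at 9 µM, even if other replicates fall short; inactive means all replicates below 60% inhibition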;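 further: 0% = neutral control wells and 100% = 4 µM acridine orange control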
Mot1-301 SUMO – blocks SUMOylation pathway, rescuing yeast Mot1-301 growth. S. cerevisiae Mot1-301 growth rescue, ATP luminescence, 38.5C; percent above DMSO median, 100 means doubled. growth rescue, % at 18.8 µM. 1% of 320,000 active. AID 2716;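 active means every valid replicate shows activation above 250% relative to neutral control wells; inactive means the rest, any valid replicate at or below 250%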;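 further: OY570 slx delta 5 strain wells were the positive control but not used for scaling; some compounds called inactive have numbers as strong as hits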
cardiac RTF act – increases calcium sensitivity of human cardiac regulated thin filaments; P19429+P45379; IANBD-labeled TnC RTF fluorescence at EC20 calcium; 0% EC20 calcium, 100% full calcium; activation, % at 7.2 µM; 0.24% of 340,000 active; AID 493008;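 active means activation above the mean over all tested compounds plus 3 SD, cut at about 30% in these data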;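 further: rise in fluorescence read as greater calcium sensitivity of cardiac thin filaments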
dFosB activator – enhances mouse delta FosB homodimer DNA binding; purified delta FosB, TAMRA-CDK5 oligo fluorescence polarization; percent of positive-control signal above neutral wells; activation, % at 25 µM; 0.99% of 340,000 active; P13346;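 active means mean activation above about 17%, with every replicate also reaching it, limit read from the data, passing the limit was not always enough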;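 further: fluorescence polarization rise as delta FosB binds a TAMRA Cdk5 AP-1 oligo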
Rtt109 HAT inh – C. albicans Rtt109 histone acetyltransferase inhibition; Q5AAJ8; purified Rtt109/Vps75, ThioGlo CoA-SH fluorescence, 4 h; inhibition, % at 34.9 µM; 0.16% of 330,000 active;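 active means inhibition of at least 50% in every replicate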
PvdQ inh – blocks Pseudomonas aeruginosa PvdQ acylase activity; purified PvdQ acylase, fluorescence plate reader; inhibition, % at 10 µM; 0.063% of 340,000 active; AID 488965; in the data active means inhibition above about 30%, passing the limit was not always enough;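 further: 0% = vehicle neutral wells and 100% = reference inhibitor wells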
RTF Ca sens inh – cardiac RTF calcium desensitization; P19429+P45379; IANBD-labeled cardiac RTF, Ca2+ fluorescence; inhibition, % at 7.15 µM; 0.12% of 340,000 active;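 active means inhibition above the mean inhibition of all tested compounds plus 3 SD, cut at about 17% in these data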;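 further: assay run at fixed EC70 calcium of 1.6 mM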
Keap1 Nrf2 FP – Keap1-Nrf2 (human) interaction inhibition. Keap1 Kelch-Nrf2 peptide fluorescence polarization, 1536-well. inhibition, % at 9.4 µM. 0.15% of 340,000 active; in the data active means inhibition above about 12%;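 further: human Keap1 Kelch domain with fluorescein labeled Nrf2 9mer peptide probe; 0% = neutral control wells and 100% = peptide positive control; higher means more block of Keap1 binding to Nrf2 peptide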
NSD2 inh – NSD2 (human) methyltransferase inhibition. inhibition, % at 12.5 µM. NSD2 peptide methylation, AlphaScreen, 120 min. 0.54% of 310,000 active. O96028; in the data active means inhibition above about 50%
Active calls of the source: *; . = no result given.

Order of results: CDK5 p35 inh	PfHsp90 set2	C-LANA FP	Mot1-301 SUMO	cardiac RTF act	dFosB activator	Rtt109 HAT inh	PvdQ inh	RTF Ca sens inh	Keap1 Nrf2 FP	NSD2 inh
- C=CCn1c(SCC(=O)N(C)C2CCS(=O)(=O)C2)nnc1-c1ccccc1 (centres undefined)
    -0.4	12	-0.1	-17	-5	-8	-4	2	-7	2	-1
- COC(=O)c1ccc(NC(=O)COc2ccc3c(c2)OCO3)cc1
    0.4	-1	-1.5	185	-3	-2	0	10	3	-2	2
- CCOc1ccc(Nc2ncnc3ccc([N+](=O)[O-])cc23)cc1
    0.8	0	0.6	-9	1	-9	14	86*	-11	2	.
- CCOC(=O)CN1C(=O)C(C)(C)Oc2ccc(C(=O)NC(C)(C)CC)cc21
    0.4	-1	3.9	6	-3	6	-6	2	0	-1	0
- O=C(NCC(=O)N(CCN1CCOCC1)C(C(=O)NC1CCCC1)c1ccccc1)c1cccs1 (centres undefined)
    0.3	-8	0.6	20	-6	3	-7	0	-4	-1	-1
- CC1=C(OC(=O)c2ccccc2)C(C)(C)C(c2ccc(Br)cc2)OC1=O (centres undefined)
    1.3	-153	1.9	32	-4	-1	-2	-15	-6	1	-5
- CCN(c1ccccc1)S(=O)(=O)c1ccc(Oc2ccccc2C(C)=O)nc1
    2.2	-10	-0.3	-13	6	-6	-1	-12	0	-6	-7
- O=C(Nc1ccc(NS(=O)(=O)c2ccc([N+](=O)[O-])cc2)cc1)c1ccco1
    -2.1	-4	1.1	0	-5	1	6	1	4	0	-3
- Cc1cc(C(=O)N(C)Cc2c(F)cccc2Cl)c2ccccc2n1
    0.6	41	1.5	-1	7	-8	0	-5	-44	-7	-4
- O=C(O)C(Oc1ccc2c(c1)oc(=O)c1ccccc12)c1ccccc1 (centres undefined)
    -0.2	-10	1.8	-12	-6	-4	-4	6	3	0	-1
- O=C(c1c[nH]c(C(=O)C(Cl)(Cl)Cl)c1)c1ccccc1Cl
    1.8	9	-1.2	-1	9	-1	-5	-7	2	-6	3
- Cc1ccnc(N2CCC(C(=O)Nc3nnc(C)s3)CC2)n1
    0.9	1	-0.9	-19	-4	0	-6	-7	-2	1	-1
- CC(C)OC(=O)CSc1nnc(-c2cnccn2)n1-c1ccc(Cl)cc1
    -3.5	.	-0.6	-9	3	0	-12	-15	-6	-5	-2
- COc1ccc(-c2cc(C(F)(F)F)nc(SCCC(=O)N3CCOCC3)n2)cc1
    -0.6	9	0.0	3	2	4	1	2	1	0	-2
- COc1ccc(OCc2ccc(-c3nc4ccccc4c(=O)n3N)o2)cc1
    1.4	6	-0.4	235	-1	-22	8	-18	-16	-1	3
- O=C(COc1ccccc1Cl)Nc1ccccc1C(=O)N1CCCCC1
    -0.7	2	-1.1	3	-2	-7	-9	-5	3	-2	0
- C=CCn1c(=N)c(S(=O)(=O)c2ccc(C)c(C)c2)cc2c(=O)n3ccccc3nc21
    1.5	-26	5.3	6	-1	-8	-30	-11	-2	0	-6
- O=C(Cn1nc(Cc2cccnc2)c2ccccc2c1=O)NCc1ccc(F)cc1
    -1.6	0	-0.4	-1	2	-1	-4	2	-1	1	.
- COc1ccc(C(=O)N(NC(=O)Oc2ccccc2)C(C)(C)C)cc1
    0.2	11	-2.8	-8	1	-3	10	17	-3	1	-2
- Cc1ccc(NC(=O)CSC(C)C(=O)OCC(=O)N2CCN(C(=O)c3ccco3)CC2)cc1 (centres undefined)
    2.0	.	1.6	38	-6	-10	-4	-13	-21	-3	0
- O=C(O)CCC(NC(=O)OCc1ccccc1)C(=O)O (centres undefined)
    1.5	-13	-0.5	2	3	-7	2	6	1	2	2
- CC1(C)CC2CC(C)(CN2C(=O)c2ccccc2)C1 (centres undefined)
    0.5	9	-0.8	-8	6	-1	-6	-17	-2	-3	0
- O=C(Nc1nnc(-c2cccnc2)o1)c1ccccc1Cl
    -1.2	.	0.0	20	7	-5	-9	-6	-5	-3	-6
- CCCS(=O)(=O)N1CCCC(C(=O)NCCCN(C)Cc2ccccc2)C1 (centres undefined)
    -4.3	9	-1.0	-22	-2	-3	-1	-5	2	-4	30
- O=C(O)c1ccc2c(c1)CCC2
    -0.5	4	-0.8	41	.	-6	-4	-7	.	-2	-3
- Cc1ccn2cc(C(=O)N3CCCC(Nc4ccc(F)cc4)C3)nc2c1 (centres undefined)
    1.1	6	-1.6	12	-2	-2	0	-4	-2	-1	-1
- O=C(CCc1nc2ccccc2[nH]c1=O)OCC(=O)N1CCc2ccccc21
    0.1	.	1.9	-13	14	-11	-4	-9	-14	-4	2
- Cc1cc(OCC(=O)Nc2ccncc2)ccc1Br
    -1.7	-9	1.4	10	2	-7	-1	-17	-5	-5	-2
- Fc1ccc(N2CCN(C(c3cccs3)c3nnnn3C3CCCC3)CC2)cc1 (centres undefined)
    0.4	-30	1.6	38	0	0	.	-8	-2	-4	9
- Cc1nc(SCC(=O)Nc2ccc(C)c(F)c2)c2oc3ccccc3c2n1
    -0.2	-20	0.4	-3	2	3	-1	-19	-4	-5	2
- c1coc(C2=NC(c3ccco3)C(c3ccco3)N2)c1 (centres undefined)
    3.6	-10	2.7	.	-1	-11	-7	-1	-3	4	-1
- Cc1cccc(C(=O)O/N=C(\N)Cc2cccc3ccccc23)c1
    -2.4	34	-0.7	12	0	-21	-1	-8	-14	-3	15
- O=C(Nc1cccc(S(=O)(=O)N2CCCC2)c1)c1cc(-c2ccccn2)nc2ccccc12
    -2.1	-1	0.6	3	2	-5	5	-3	-20	1	8
- COc1cc(C(=O)NC(=S)Nc2ccccc2[N+](=O)[O-])cc(OC)c1OC
    0.0	0	0.1	-11	-1	0	-9	-12	9	-8	-3
- Cc1noc(C)c1S(=O)(=O)N1CCC(C(=O)N2CCN(c3ccc(Cl)cc3)CC2)CC1
    -1.9	3	-0.6	9	7	-2	-2	14	0	-6	-2
- O=C(O)c1oc2ccccc2c1CSCc1ccccc1
    -1.6	-23	3.2	1	3	-9	0	-12	-2	-7	-2
- COc1ccc(CCNC(=O)CSc2nc(C)cs2)cc1
    -0.7	4	0.3	-1	2	-4	-7	15	6	-1	-1
- Cc1ccc(N(CCC#N)C(=O)CSc2nnc3ccccn23)cc1
    -0.5	-2	1.2	10	3	1	1	5	-17	2	-2
- CCOC(=O)c1c(C)[nH]c(C(=O)OC(C)C(=O)NC2CCCCC2C)c1C (centres undefined)
    0.3	-21	0.5	8	-1	49*	1	-12	-14	6	0
- CCOc1ccc(-c2nnc(SCC(=O)N(CC)CC)n2N)cc1
    0.1	18	-0.6	8	0	3	-2	-11	1	-2	-1
- COc1ccc(Nc2nc(-c3cccc([N+](=O)[O-])c3)nc3ccccc23)cc1
    -0.6	-3	1.9	-8	-2	-6	8	12	2	0	.
- CN(C)c1ccc(-c2ccc([C@H]3[C@@H]4C=CCC[C@@]4(C)C(=O)N3Cc3ccccc3)c(F)c2)cc1
    -0.7	5	19	-7	2	-9	4	-16	-2	3	.
- CC(C)N(Cc1ccccc1)S(=O)(=O)c1ccc(Cl)nc1
    -5.4	.	1.0	0	1	1	-3	-12	-20	-4	-2
- O=C(Cn1nnc2ccccc21)NNC(=S)NC1CCCCC1
    -1.1	-22	-0.6	8	12	-7	-5	-2	-11	0	2
- CCCCN1CC(O)=C(c2nc3ccccc3[nH]2)C1=N
    0.7	-22	0.2	75	1	-2	-4	5	8	1	0
- O=C(CN1CCCCCC1)NCCc1ccc(F)cc1
    -1.5	-11	0.7	66	0	3	-13	-2	2	2	.
- CCN(CC)C(=O)CSc1nnc2nnc3cc(Cl)ccc3n12
    1.4	-3	6.0	0	4	-1	0	-11	-14	6	29
- COc1ccccc1NC(=O)Cn1nnc(C(=O)Nc2ccccc2)c1N
    -1.1	-1	-0.2	-15	3	33*	-7	-13	6	-6	-4
- COc1cc(S(=O)(=O)n2c(C)nc3ccccc32)ccc1F
    -0.9	11	-1.2	11	-2	-2	17	1	-5	3	-1
- O=C(CN(Cc1ccco1)C(=O)CNS(=O)(=O)c1ccc(Cl)cc1)NCc1ccco1
    -4.5	1	-1.0	136	7	-7	-2	-28	-18	-6	24

Single entries from the results shown.
CC(C)N(Cc1ccccc1)S(=O)(=O)c1ccc(Cl)nc1 @ dFosB activator = 1
CCCCN1CC(O)=C(c2nc3ccccc3[nH]2)C1=N @ NSD2 inh = 0

Next section.
Order of results: CDK5 p35 inh	PfHsp90 set2	C-LANA FP	Mot1-301 SUMO	cardiac RTF act	dFosB activator	Rtt109 HAT inh	PvdQ inh	RTF Ca sens inh	Keap1 Nrf2 FP	NSD2 inh
- C/C(=N/NC(=O)c1cccs1)c1cccc(NC(=O)C2CC2)c1
    1.6	10	0.4	48	5	6	-13	-15	-11	-6	-8
- O=C(c1ccc(Cl)c(NC2=NC3CS(=O)(=O)CC3S2)c1)N1CCN(c2ccccc2)CC1 (centres undefined)
    1.4	-4	-1.1	115	-6	-5	9	2	0	-2	3
- Clc1ccc(CN2CCC(c3nc4ccc(Cl)cc4[nH]3)CC2)cc1
    -1.1	15	-1.5	128	-8	-2	1	1	-3	1	-2
- COCC(=O)Nc1cc(C(=O)OC)cc(C(=O)OC)c1
    0.5	-15	0.6	10	3	-4	-5	4	13	3	3
- O=C(NCc1ccccc1)NC1CC2CCC(C1)N2Cc1ccco1 (centres undefined)
    -0.6	-4	-1.4	107	9	-8	.	-14	-7	-7	-2
- CCCn1c(SCC(=O)N2CC(=O)Nc3ccccc32)n[nH]c1=O
    1.9	-3	-1.8	1	2	0	-7	-14	1	-1	0
- CCC(C(=O)OCC(=O)Nc1c(C)n(C)n(-c2ccccc2)c1=O)c1ccccc1 (centres undefined)
    -0.8	6	-0.9	-9	5	-7	1	2	-2	-3	.
- O=C(c1cncc(Br)c1)N1CCN(S(=O)(=O)c2ccc3ccccc3c2)CC1
    3.4	-3	-1.9	5	-3	-7	-2	-3	-10	5	-1
- COC(=O)Cc1ccc(NC(=S)N2CCCCC2C)cc1 (centres undefined)
    -0.5	-11	-2.3	966	0	-3	6	0	-2	6	5
- COc1ccc(C2c3c(ncn(CCN4CCOCC4)c3=N)Oc3ccc4ccccc4c32)cc1 (centres undefined)
    -1.3	6	-0.8	3	-2	2	1	6	6	-1	-2
- Cc1ccc(-c2nn(-c3ccccn3)c(=O)c3ccccc23)cc1
    1.1	-2	0.5	125	4	-3	5	21	-10	2	0
- COc1ccc(NC(=O)CN2C(=O)NC(C)(c3ccc(C)cc3)C2=O)c([N+](=O)[O-])c1 (centres undefined)
    1.5	-22	1.3	6	0	-2	-1	-8	3	-1	3
- COc1ccc(-c2ccnc(SCC(=O)c3ccc(Br)cc3)n2)cc1
    -0.1	2	-1.7	.	-3	-2	5	-10	-3	-2	16
- COC(=O)c1cc(COc2ccc3c4c(c(=O)oc3c2)CCCC4)c(C)o1
    -0.7	5	0.2	11	5	3	0	20	-3	-3	-1

Screening results as filed in PubChem.
